Source: PubChem BioAssay
aSyn UTR inh – MLPCN primary screen, SNCA 5' untranslated region; alpha-synuclein 5'UTR reporter, inhibitor activity; inhibition, % (tested at 7.5 µM); hit rate 0.82% among 300,000; in the data active means inhibition above about 60%; inconclusive means no clear call, values can overlap the other calls;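 further: H4 neuroglioblastoma cells stably carrying SNCA 5'UTR luciferase fusion; 0% = DMSO wells and 100% = positive control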
HSF1 inh – HSF1 inhibition; NIH3T3-HGL HSE-luciferase, MG132-induced, luminescence 8 h; stronger effect = lower value; activity change, negative = inhibition, % at 7.5 µM (by protocol); hit rate 0.77% among 300,000;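 active means more than half of replicate wells show activity change below -50%, luminescence cut by over half; inconclusive means some wells, but at most half, below -50%; inactive means no replicate well below -50%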;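 further: luciferase reports HSF-1 transcriptional activity via heat shock element; 0% = median of DMSO wells and -100% = zero luminescence signal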
HSF-1 act – increases HSF-1 driven luciferase reporter signal; activation, % at 9 µM; hit rate 1.7% among 300,000; AID 504408; NIH3T3-HGL HSF-1 luciferase reporter, MG132, 8 h; 100% = twice DMSO control signal;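 active means mean replicate activation of at least 50% with a set share of replicates each reaching 50%; inconclusive means only one of those two conditions met; inactive means mean below 50% and too few replicates reaching it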;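 further: 0% = median of the neutral control wells and 100% = twice that signal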
HIF activator – HIF pathway transcriptional activation. activation, % at 7.5 µM (by protocol). hit rate 0.32% among 300,000. U2OS HRE-luciferase reporter, luminescence; normalized: DMSO 0%, desferrioxamine 100%;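 active means mean activation of at least 10% of the iron chelator positive control signal, with at least half of replicates also reaching 10%; inconclusive means mean and replicate majority disagree about reaching 10%; inactive means mean and most replicates under 10%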
HDAC3 inh – inhibitors of human histone deacetylase 3. O15379. recombinant HDAC3, fluorogenic peptide/trypsin coupled, fluorescence. hit rate 0.15% among 320,000. inhibition, % at 8.3 µM; in the data active means inhibition above about 26%, passing the limit was not always enough; inconclusive means no clear call, values can overlap the other calls
Target sequence (O15379 whole entry, looked up): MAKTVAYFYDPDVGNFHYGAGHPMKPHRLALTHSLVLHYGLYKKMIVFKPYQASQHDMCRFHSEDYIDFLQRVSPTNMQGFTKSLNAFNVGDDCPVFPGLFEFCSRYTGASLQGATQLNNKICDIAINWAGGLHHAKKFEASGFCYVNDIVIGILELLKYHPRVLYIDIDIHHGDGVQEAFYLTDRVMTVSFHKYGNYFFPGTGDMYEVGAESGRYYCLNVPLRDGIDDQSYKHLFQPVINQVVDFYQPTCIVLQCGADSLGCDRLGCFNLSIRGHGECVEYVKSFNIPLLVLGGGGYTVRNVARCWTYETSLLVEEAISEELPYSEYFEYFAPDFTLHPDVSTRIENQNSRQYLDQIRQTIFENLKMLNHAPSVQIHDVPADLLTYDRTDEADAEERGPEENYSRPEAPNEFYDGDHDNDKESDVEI
IEC-6 cytotox – IEC-6 cytotoxicity, counter-screen for KLF5 inhibitors; AID 1825; luminescence viability; inhibition, % at 5 µM; hit rate 0.78% among 290,000; in the data active means inhibition above about 22%;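 further: 0% = plate median of test compound wells and 100% = cytotoxic reference compound wells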
Platelet DG rel – modulates dense granule release in human platelets | inhibition, %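 (compounds screened at 7.5 µM in platelet-rich plasma)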 | human platelet-rich plasma, SFLLRN dense granule ATP release, luminescence | hit rate 0.22% among 300,000;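 active means mean replicate score, as percent of positive control, at or above 50; inconclusive means mean below 50 but at least one replicate at or above 50; inactive means mean and every replicate below 50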
AI-2 QS mod – modulators of Vibrio harveyi AI-2 quorum sensing system. AID 2094. hit rate 0.4% among 300,000. activity change, % at 7.5 µM. Vibrio harveyi JMH597 AI-2 luminescence/OD600 ratio, 9 h; stronger effect = lower value; strain lacks LuxN and CqsS sensors; 0 = neutral-control median; in the data active means activity change below about -75%, passing the limit was not always enough; inconclusive means no clear call, values can overlap the other calls;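 further: luminescence divided by OD600 gain over 9 h not by final OD600 alone; inactives centre near 13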
KLF5 inhibitor – inhibitors of KLF5 expression | AID 1700 | DLD-1 KLF5 promoter-luciferase reporter, luminescence | hit rate 0.23% among 290,000 | inhibition, % at 5 µM;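 active means inhibition above a per-plate limit of that plate's mean compound inhibition plus 3 SD, cut at about 60% in these data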;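 further: 0% = DMSO wells and 100% = LY294002 at 200 µM; higher means less KLF5 promoter-driven luciferase light; inactives centre near -14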
HSP90 inh – HSP90 refolding inhibition in rabbit reticulocyte lysate | luciferase refolding luminescence, 3 h | AID 1789 | hit rate 0.91% among 290,000 | inhibition, % at 5.6 µM;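 active means inhibition above the screen-wide mean plus 3 SD, computed separately per campaign, cut at about 16% in these data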;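 further: 0% = DMSO wells and 100% = 60 µM geldanamycin wells; inhibitors lower the luminescence because luciferase stays unfolded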
* = called active by the depositor; ? = inconclusive; / = not tested or not shown.

SMILES	aSyn UTR inh	HSF1 inh	HSF-1 act	HIF activator	HDAC3 inh	IEC-6 cytotox	Platelet DG rel	AI-2 QS mod	KLF5 inhibitor	HSP90 inh
Cn1c(=O)c2c(ncn2CC(=O)Nc2ccccc2)n(C)c1=O	-11	3	-5	0.0	5	2	-1	28	-32	-5
COc1ccc(CC(=O)NN2C(=O)c3ccccc3C2=O)cc1	4	-5	9	-0.1	-1	-3	-8	19	-7	-4
O=C(Nc1ccc(CN2CCOCC2)cc1)c1cc2ccccn2n1	72*	-36	-45	-2.3	5	7	8	13	-55	45*
CCn1c(SCC(=O)Nc2cc(C)on2)nnc1-c1ccccc1	12	-4	2	-2.5	-4	10	5	29	-5	-2
CC1CCc2c(sc(NC(=O)CSc3nnc(-c4ccccc4)o3)c2C#N)C1 (stereo unspecified)	-24	25	53*	1.4	1	7	9	34	-15	0
COCC(=O)Nc1nc2n(n1)C(c1ccccc1)CC(c1ccc(OC)cc1)N2 (stereo unspecified)	12	-2	6	0.3	-35	0	-1	1	-3	-1
Cc1ccnc(NC(=O)c2ccc(COc3ccc(Cl)cc3)o2)c1	-29	4	19	-0.1	-1	-1	2	1	-17	-3
CCCOc1ccc(-c2c(C(=O)N/N=C/c3ccncc3)nnn2-c2nonc2N)cc1	6	11	6	0.2	8	6	-28	14	2	1
COc1ccc(Nc2nc(-c3cccs3)nc3ccccc23)cc1	0	0	-9	-5.9	5	-7	-15	-8	-28	-1
CC1CCN(S(=O)(=O)c2cn(C)c(=O)n(C)c2=O)CC1	5	-4	-1	-0.4	1	4	-3	16	-3	3
Brc1ccc2nc(N3CCCC3)sc2c1	-105	22	68*	1.2	2	9	-1	27	-110	7
CC(Sc1nnc(CC(C)c2ccccc2)n1N)C(N)=O (stereo unspecified)	-1	-8	22	1.9	/	-13	5	12	-26	-4

2 entries picked at random from those above:
SMILES	aSyn UTR inh	HSF1 inh	HSF-1 act	HIF activator	HDAC3 inh	IEC-6 cytotox	Platelet DG rel	AI-2 QS mod	KLF5 inhibitor	HSP90 inh
COc1ccc(CC(=O)NN2C(=O)c3ccccc3C2=O)cc1	4	-5	9	-0.1	-1	-3	-8	19	-7	-4
CCCOc1ccc(-c2c(C(=O)N/N=C/c3ccncc3)nnn2-c2nonc2N)cc1	6	11	6	0.2	8	6	-28	14	2	1

(further entries)
SMILES	aSyn UTR inh	HSF1 inh	HSF-1 act	HIF activator	HDAC3 inh	IEC-6 cytotox	Platelet DG rel	AI-2 QS mod	KLF5 inhibitor	HSP90 inh
Clc1ncnc2c1oc1ccccc12	-62	11	16	4.4	-2	-5	0	25	-21	-2
O=C(Nc1ccccc1)N1N=C(c2ccc(F)cc2)CC1c1ccc(F)cc1 (stereo unspecified)	-12	-2	0	0.1	8	-1	1	25	-12	-4
COC(=O)C1=C(N)Oc2c(oc(CO)cc2=O)C1c1ccccc1F (stereo unspecified)	23	-5	-3	-0.3	3	0	10	29	-25	2
COC(=O)c1ccc(C(NC(=O)OCc2ccccc2)/C(F)=C/[C@@H](C)C(=O)O)cc1 (stereo partly specified)	-15	3	6	-1.6	0	/	1	14	/	/
COc1cccc(CNS(=O)(=O)c2ccc3c(c2)CCN3C(=O)C2CC2)c1	7	0	-3	-0.9	1	-6	2	-2	-17	2
CCC(Oc1ccc(F)cc1)C(=O)N1CCCCCCC1 (stereo unspecified)	3	1	-8	0.6	1	-2	5	17	14	-5
CCOP(=O)(c1ccc(N(C)C)cc1)C(O)c1ccccc1OC (stereo unspecified)	-22	-7	2	-0.1	11	-2	-11	-6	2	-1
Cc1cc(Br)ccc1OCCCCN1CCC(C)CC1	8	3	-5	0.0	0	7	4	8	-69	2
C=CCN1C(=O)/C(=C\C=C2\N(C)c3ccccc3C2(C)C)SC1=S	-3	2	-2	-0.7	-5	6	7	29	-1	0
CCCOc1ccc(N2C(=O)CC(SCC(N)C(=O)OCC)C2=O)cc1 (stereo unspecified)	-15	5	1	1.3	6	-2	5	24	-12	1
COc1cccc(-c2cc(C(=O)Nc3c(C)nn(Cc4ccccc4)c3C)no2)c1	15	-13	-1	-0.2	-1	3	3	12	4	1
O=C(NCCN1CCOCC1)c1ccccc1Cl	-12	-2	-5	-0.8	-1	6	6	1	-9	3
CCCCn1c(CNC(C)=O)nc2ccccc21	1	-1	-11	0.3	/	4	5	21	-25	-6
Cc1cccc(-c2nnc(-c3cccc(NC(=O)Cc4cccs4)c3)o2)c1	-47	33	50	1.2	2	-1	-1	14	-22	-4
Cc1ccccc1CN(c1ccc(C(=O)NCCC2=CCCCC2)cc1)S(C)(=O)=O	32	10	46	0.1	10	-1	5	18	-11	-1
Cc1ccc(OCC(O)CN2CCN(Cc3ccc4c(c3)OCO4)CC2)cc1C (stereo unspecified)	23	1	1	-0.3	-1	-1	4	16	-1	-2
Cc1ccn2c(=O)c(NC(=O)c3ccc(Br)o3)c(C)nc2c1	1	2	-6	-0.5	5	/	5	17	/	/
CCCNNC(=O)C(O)(c1cccc(C)c1)c1cccc(C)c1	-3	/	/	/	-4	3	-3	26	-4	0
COCc1ccc(C(=O)Nc2ccc(C(=O)O)cc2)o1	-12	-2	12	0.3	3	-4	5	7	-31	-5
CCCC(=O)c1c(C)c2ccccc2n1C	13	0	-10	-0.2	1	-1	13	18	2	-1
Nc1nnc(SCc2ccc(Cl)cc2)s1	-22	11	27	0.3	6	2	?	-8	-18	-1
COc1cccc(OC)c1CN(C)C(=O)c1cnccc1C(F)(F)F	11	0	-3	-0.8	12	0	-15	26	-17	1
CCc1ccc(NC(=O)CCc2nnc3ccc(N4CCCC4)nn23)cc1	-11	-9	-8	-0.1	1	0	1	8	16	-3
Cc1cc(C)nc(NS(=O)(=O)c2ccc(N=NN(C)C)cc2)n1	4	-3	8	-2.1	11	-2	4	15	-35	1
O=S1(=O)CCO[C@H]2Cc3ccccc3[C@H]2N1Cc1cccc(Cl)c1	12	1	-5	-1.3	4	-8	-3	10	-51	2
CCOC(=O)c1cc2cc([N+](=O)[O-])cc(OC)c2oc1=O	5	-7	-9	-0.4	5	0	2	14	-10	3
O=C(Cn1cccc1C(=O)c1ccccc1)NCc1ccccn1	2	3	1	-0.2	-3	5	11	18	-1	2
Cc1cc(C)n(C(=O)c2ccc([N+](=O)[O-])cc2N)n1	16	3	1	-0.4	8	3	-4	34	-26	0
O=C(C1=C(O)C(=O)N(c2ncccn2)C1c1ccc(F)cc1)c1ccco1 (stereo unspecified)	2	0	1	-0.2	-1	-3	-1	-3	-16	0
CCOc1ccc2oc(C(=O)Nc3cc(C)ccn3)c(C)c2c1	-67	18	32	0.3	?	/	38	22	/	/
Cc1ccc(S(=O)(=O)N(C)C)cc1NC(=O)C(C)Sc1ccccc1 (stereo unspecified)	-9	0	5	0.4	6	-4	3	6	-3	-3
COC(=O)C(C)Sc1nnc(Cc2cc(=O)[nH]c(=O)[nH]2)n1-c1cccc(OC)c1 (stereo unspecified)	-10	2	12	/	?	-5	5	1	-83	0
O=C(NCCCN1CCOCC1)C(=O)N/N=C/c1c2ccccc2cc2ccccc12	67*	-2	-13	0.5	-2	4	-11	9	-2	-2
O=C(Oc1ccccc1)c1ccccc1OS(=O)(=O)c1ccccc1	8	2	10	0.9	-5	-3	-3	-19	-31	-3
FC(F)Oc1ccc(/C=N/N2CCCCC2)c(OC(F)F)c1	-12	-2	0	1.7	10	1	-5	14	-8	-1
COc1ccc(S(=O)(=O)NCC(=O)Nc2ccc3c(c2)OCCO3)cc1OC	4	-13	1	-0.5	2	-2	-1	17	-9	1
Cc1ccc(Cn2nc(C)c(NC(=O)CCCn3nc([N+](=O)[O-])c(Cl)c3C)c2C)cc1	15	14	37	0.2	-6	5	-15	4	-5	0
COc1ccc(OC)c(NC(=O)CC2Oc3ccccc3NC2=O)c1 (stereo unspecified)	-38	-3	-4	3.5	1	2	-1	1	-21	-3
Cc1c(C)c2c(C)nn(-c3ccccc3)c2[nH]c1=O	-17	-4	7	-0.2	-14	6	-5	26	-12	2
COc1ccccc1N1CCN(CC(O)COCCOc2ccc(Br)cc2)CC1 (stereo unspecified)	6	8	28	-0.4	-2	3	-12	7	18	2
CCOc1ccc(NC(=O)CS(=O)CC(=O)Nc2cccnc2)cc1 (stereo unspecified)	3	-7	10	0.7	3	5	2	43	-1	-3
N#Cc1c(NC(=O)CSc2nnnn2C2CCCC2)sc2c1CCCC2	1	3	-7	-0.1	2	-1	4	10	-15	2
CC(NC(=O)CN(C)Cc1ccc(Br)cc1)c1ccccc1 (stereo unspecified)	4	1	0	-1.0	6	-9	5	14	-18	-5
CC(=O)c1nnn(-c2ccc(F)cc2F)c1C	-3	-2	-2	-0.4	4	15	2	21	-4	0
O=C(NC(=S)Nc1ccc(N2CCOCC2)cc1)c1cccs1	-126	-4	13	2.7	6	0	1	45	-61	4
O=C(c1cccc(Cl)c1)N1CCN(CCCc2ccccc2)CC1	-13	7	6	0.0	0	0	4	1	-17	-3
C(=C\c1ccc(/C=C/c2ccccc2)nn1)/c1ccccc1	-30	-2	5	-23	-14	1	-3	23	-54	1
COc1ccc(/C(O)=C2/C(=O)C(=O)N(CCCN3CCOCC3)C2c2ccc(C(C)C)cc2)cc1 (stereo unspecified)	10	-1	-15	-1.7	11	-5	-4	0	-32	-4
Cc1ccc(NC(=O)CSc2nnc(-c3cccnc3)o2)c(C)c1	-1	24	44	-0.2	1	/	3	6	/	/
Cc1ccnc(N/C=C(/NC(=O)c2ccccc2)C(=O)NN)n1	-3	-9	-2	0.0	-8	-2	1	16	5	-3
Cc1cc2ccccc2n1CCNC(=O)C1CC1	-49	-5	-6	-0.4	3	13	-8	26	-3	-3
COc1ccc(Nc2cccc3ccccc23)cc1	-72	1	-19	1.1	-5	/	18	26	/	/
CCOc1ccc(/C=C/c2c([N+](=O)[O-])c(=O)n(C)c(=O)n2C)cc1	-40	15	40	0.2	-2	-2	-1	-2	12	6
CCC(C)[C@H](NS(=O)(=O)c1ccc(C)cc1)C(=O)N1CCC(C(=O)N2CCC(C(N)=O)CC2)CC1 (stereo partly specified)	-9	-1	11	-0.2	-2	6	3	-2	-7	-1
O=C(N1CCCCC1)N1CCN(C(=O)N(c2ccccc2)c2ccccc2)CC1	1	-6	-8	-0.3	1	3	-2	14	-28	0
CCOC(=O)CSc1nnc(CCc2nc3ccccc3[nH]2)n1C	10	-4	23	-1.1	1	-3	6	-2	-3	0
CCCc1cc(=O)oc2cc(C)cc(OCC(=O)Nc3ccc(CN4CCOCC4)cc3)c12	1	-2	0	0.0	-32	4	-10	17	-12	-4
CC(NC(=O)CCC(=O)N1CCN(S(=O)(=O)c2ccc(Cl)cc2)CC1)c1ccccc1 (stereo unspecified)	13	4	24	-0.2	-4	-3	0	14	-10	-1
CCOc1ccc2[nH]cc(C(=O)NCCCN3CCOCC3)c(=O)c2c1	3	-1	2	0.7	-3	-6	-3	-1	-14	3
CN(CC(=O)O)S(=O)(=O)c1ccc(F)cc1	22	/	/	-0.2	-2	-3	-7	18	-4	-1
O=C(N/N=C/c1ccccc1F)c1cccc(NC(=O)c2ccccc2Cl)c1	8	18	12	0.8	6	3	6	20	-58	2
CCOC(=O)N1CCC(NC(=O)c2ccc(N3CCC4(CC3)OCCO4)c([N+](=O)[O-])c2)CC1	8	1	1	0.8	-11	-9	2	18	-10	-1
